RAD54 branch = inhibitors of human RAD54 branch migration, primary screen, biochemical, fluorescence, single point; inhibition, % at 10.4 µM; DNA repair and recombination protein RAD54-like (Homo sapiens), Q92698; 360,000 tested, 0.14% active; RAD54 Holliday junction branch migration, FAM/BHQ fluorescence;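 active = mean normalized replicate activity at least 40 and at least half of replicates scoring 40 or more; inconclusive = only one of the two criteria met; inactive = mean below 40 and under half of replicates reaching 40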;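 note: 0% = median of neutral control wells and 100% = median of positive control wells; inhibitors cause a drop in the FAM fluorescence signal; in these data hits start at about 50%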
RAD52 inh = RAD52 DNA annealing inhibitors, primary screen, biochemical, FRET, single point, set 2. inhibition, % at 18.7 µM. 360,000 tested, 0.46% active. recombinant RAD52 DNA annealing, FRET fluorescence. AID 651710, 2012;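 active = every replicate showing at least 50% inhibition; inconclusive = mean inhibition at least 50% but not in every replicate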
Casp6 inh = human caspase-6 inhibitors, primary screen, biochemical, VEID-R110 fluorescence, single point, set 2. purified caspase-6, Z-VEID-R110 cleavage fluorescence. 350,000 tested, 0.53% active. P55212. inhibition, % at 12.5 µM. AID 686996, 2013;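 active = mean inhibition across replicates at least about 35%, with every replicate also reaching that limit, limit read from the data; inconclusive = only one of the two criteria met; inactive = neither criterion met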;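 note: 0% = median of neutral control wells and 100% = no fluorescence left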
GSIS activator = GLuc luminescence reporter in INS-1E cells, primary screen for activators of glucose-dependent secretion of insulin | INS-1E GLuc reporter insulin secretion, 2-3 h | 370,000 tested, 0.61% active | activation, % at 16.6 µM;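 active = lowest replicate activation of at least 40%, so every replicate reaches that level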;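 note: 0% = median of neutral control wells and 100% = median of IBMX positive control wells; some compounds called inactive have numbers as strong as hits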
Xi reactivation = activators of inactive X chromosome reactivation, primary screen, imaging, XiGFP fibroblasts, GFP high-content imaging, set 2. XiGFP mouse fibroblasts, % GFP-positive cells imaging, 3 d; cells co-treated with 5-aza-dC sensitizer; scaled so ellipticine positive control = 100%. activation, % at 7.58 µM. 360,000 tested, 0.055% active;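 active = mean normalized replicate activation at least 10% and every replicate at or above 10%; inconclusive = only one of the two criteria met; inactive = mean below 10% and not all replicates reach 10%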;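 note: 0% = median of on-plate neutral control wells and 100% = ellipticine 6 µM median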
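assay system = SV40-immortalized XiGFP fibroblast cells, line 68-5-11 | buffer or medium = DMEM plus 5-aza-dC sensitizer | doses = single-point pinned compound dosing | times = 3-day compound exposure, then 15 min fixation at room temperature | benchmarks = positive control ellipticine, 6 µM final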
CFTR F508del cor = F508del CFTR correction, initial screen, CFBE line, single point; 350,000 tested, 0.36% active; CFBE cells, YFP halide quenching; stimulated with forskolin plus potentiator P3; % fluorescence drop versus neutral controls; activity (quench increase), % at 7.58 µM;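 active = mean added fluorescence quench of at least 8% versus neutral control, with both replicates also reaching 8%; inconclusive = only one of the mean or replicate conditions met; inactive = mean below 8% and not both replicates reaching 8%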;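 note: cells transiently co-express mutant CFTR-F508del with the halide-sensitive YFP; corrector assay measuring rescue of mutant channel to the surface after 24 h compound exposure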
DENV2 CPE rescue = inhibitors of DENV2 cytopathic effect, primary screen, cell-based, plate reader, single concentration; DENV2-infected cells, cytopathic effect rescue; CPE inhibition, % at 9.99 µM; 350,000 tested, 1.7% active; in the data active = CPE inhibition above about 20%, passing the limit was not always enough; inconclusive = no clear call, values can overlap the other calls; tested in BHK-21 cells;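 note: 0% = median of neutral control wells and 100% = median of positive control wells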
E-selectin induc = E-selectin induction in HUVECs, primary screen, imaging, HUVEC, immunofluorescence imaging, single point | normalized: neutral wells 0, TNF-alpha wells 100 | 260,000 tested, 0.37% active | activation, % at 7.58 µM | P16581 | AID 686992, 2013;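 active = mean E-selectin-positive cell signal at least 10% of the positive control, reached in at least 60% of replicates, without over 20% cell loss; inconclusive = no rule given, readout overlaps actives, possibly toxicity-flagged; inactive = the rest, including those meeting only one limit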;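 note: in these data hits start at about 27%; measured in HUVEC primary endothelial cells; signal is the percent of cells scored E-selectin positive by PE staining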
Target sequence (P16581 whole entry, looked up): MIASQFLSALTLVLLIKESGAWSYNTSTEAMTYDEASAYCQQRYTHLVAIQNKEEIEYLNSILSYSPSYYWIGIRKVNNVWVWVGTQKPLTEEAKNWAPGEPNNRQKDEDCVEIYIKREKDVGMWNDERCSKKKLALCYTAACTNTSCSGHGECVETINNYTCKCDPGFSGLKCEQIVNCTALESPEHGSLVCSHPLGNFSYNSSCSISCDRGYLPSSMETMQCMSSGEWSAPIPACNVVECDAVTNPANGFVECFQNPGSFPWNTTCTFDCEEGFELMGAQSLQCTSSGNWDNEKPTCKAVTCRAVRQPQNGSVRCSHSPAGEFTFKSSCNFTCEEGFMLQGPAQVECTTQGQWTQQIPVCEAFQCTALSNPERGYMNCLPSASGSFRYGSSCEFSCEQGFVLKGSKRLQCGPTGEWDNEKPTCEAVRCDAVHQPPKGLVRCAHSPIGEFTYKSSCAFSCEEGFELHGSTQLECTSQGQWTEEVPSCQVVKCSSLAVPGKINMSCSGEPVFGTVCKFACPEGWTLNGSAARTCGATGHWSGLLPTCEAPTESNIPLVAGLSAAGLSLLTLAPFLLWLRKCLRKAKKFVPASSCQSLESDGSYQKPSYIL
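Material: HUVEC primary endothelial cells; Amount: 3,000 cells per well; Dosing: single concentration; Medium: EGM-2 growth medium on 0.1% gelatin-coated wells; Read-out basis: percent E-selectin-positive cells; Signal: immunofluorescence imaging; Control set: TNF-alpha, DMSO.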
* hit, by the source's call; u = inconclusive; x = no result given; & = joins results of further samples.

The line under a structure holds: RAD54 branch	RAD52 inh	Casp6 inh	GSIS activator	Xi reactivation	CFTR F508del cor	DENV2 CPE rescue	E-selectin induc
COc1cccc(CN2CC(C(=O)NCc3ccc(Cl)s3)CCC2=O)c1 (stereo not given)
→ 5	-5	3	-23	0.0	-4.2	2	x
O=C(CCc1nc(-c2ccccc2Cl)no1)NC1CCCCC1
→ 5	-16	-1	-6	0.0	-1.3	-1	0.7
COc1cccc(Cn2c(=O)c3ccccc3n3nc(C)cc23)c1
→ x	-7	4	6	0.0	0.4	-8	-0.1
C[C@@H]1CCCCO[C@@H](CN(C)CC2CCCCC2)[C@@H](C)CN([C@H](C)CO)C(=O)c2cc(NC(=O)NC3CCCCC3)ccc2O1
→ 3	x	x	-14	-0.1	3.0	-13	-0.2
CC(=O)NC(=S)Nc1ccccc1F
→ x	-4	-1	-7	0.4	0.1	-5	0.1
Cc1ccsc1C(=O)OCC(=O)N(C)C1CCCCC1
→ -6	-4	-2	10	0.0	1.1	-4	x
CCN1C(=O)[C@H]2[C@@H](c3ccc(C)cc3)N3C(=O)N(c4cccc(Cl)c4)C(=O)[C@@]3(Cc3ccccc3)[C@H]2C1=O
→ -2	-3	0	-4	0.2	2.1	-10	x
CN(C)CC(=O)Nc1ccc2c(c1)[C@H]1C[C@H](CC(=O)NCc3ccccc3F)O[C@H](CO)[C@H]1O2
→ -31	x	x	4	0.0	5.2	-5	-0.1
C[C@@H](NC(=O)C[C@H]1C[C@H]2c3cc(NC(=O)NC4CCCC4)ccc3O[C@H]2[C@H](CO)O1)c1ccccc1
→ -8	1	-1	5	0.0	0.6	4	0.0
O=C(c1ccc(S(=O)(=O)Nc2cccc(C(F)(F)F)c2)cc1)N1CCC1
→ 5	-9	-5	-30	0.3	0.0	4	x
CS(=O)(=O)N1C[C@@H](O)COC[C@@H]2O[C@H](CC(=O)NCc3ccccc3)CC[C@H]21
→ 3	x	x	13	-0.1	-0.8	-6	-0.2
CC(C)CC#Cc1cnc2c(c1)C(=O)N([C@H](C)CO)C[C@@H](C)[C@H](CN(C)S(=O)(=O)c1cccs1)O2
→ 0	-3	-1	-11	-0.1	1.0	-8	-0.1
COc1ccc(CNC(=O)c2sccc2-c2ccccc2)cc1OC
→ -2	-34	0	7	0.0	-2.1	-7	-0.4
O=C(NCCN1CCCCC1)[C@@H]1[C@@H](CO)[C@@H]2Cn3c(cccc3=O)[C@@H]2N1C(=O)C1CC1
→ -2	4	-1	16	0.3	x	18	0.0
CCc1cccc(NC(=O)C2CCN(S(=O)(=O)c3ccc4c(c3)NC(=O)CO4)CC2)c1
→ -2	-4	1	-25	0.0	0.8	-4	-0.3
O=c1cc(-c2ccccc2)nc2cc(-c3ccc(Br)cc3)[nH]n12
→ 1	-9	1	3	0.1	3.1	-6	x
CCC(=O)N1[C@@H]2Cn3c(cccc3=O)[C@H]1[C@@H](C(=O)NC1CCCC1)[C@@H]2CO
→ x	5	3	5	0.0	1.7	-4	0.1
CCc1nc2ccc(C(=O)Nc3cccc(NS(C)(=O)=O)c3)cn2c1N(CC)CCOC
→ 3	-8	-1	-1	0.2	-2.5	6	2.6
CC1=CC(C)(C)n2c(O)c(N=N)c3cc(C)cc1c32
→ -8	-9	-1	x	0.0	-0.9	49*	-0.9
CCOC(=O)c1ccc(N2C(=O)C(CC(N)=O)N(CCc3ccc(OC)c(OC)c3)C2=S)cc1 (stereo not given)
→ -8&-3	-9	-1	x	0.0	-1.0	11	-0.1
O=C(CN1C(=O)NC2(CCCCC2)C1=O)Nc1cccc(S(=O)(=O)N2CCCC2)c1
→ -2	-2	5	-15	0.1	-0.4	u	x
CC(=O)N1CCC(C(=O)N2CCN(S(=O)(=O)c3ccc(Cl)s3)CC2)CC1
→ 6	-23	0	-9	-0.1	-2.4	-2	-0.5
CC(=O)NS(=O)(=O)c1ccc(NC(=O)/C=C/c2ccc(C)o2)cc1
→ x	-172	17	7	-0.1	-2.7	-2	x
Cc1ccc(S(=O)(=O)N2C[C@H]3n4c(=O)ccc(=O)n4C[C@H](OC(=O)NC4CCCC4)[C@@]3(O)C2)cc1
→ 10	-6	1	-14	0.1	-2.3	-2	-0.1
NC(=O)c1nsc(C(=O)N(c2ccc3c(c2)OCCO3)C(C(=O)NCC2CCCO2)c2ccc(F)cc2)c1N (stereo not given)
→ -18	-3	-1	-8	0.0	1.2	5	-0.1
O=C(CNC(=O)c1cccs1)NCC(=O)OCc1cccc(Cl)c1
→ 9	-11	1	-8	x	x	x	x
CCO[C@@H]1OC(C(=O)NC2CC2)=C[C@H](C(C)(C)C)[C@H]1CCCO
→ 4	-9	0	2	0.2	-0.7	6	0.1
CCn1c(=O)c(C(=O)NCc2ccc(Cl)cc2)c(O)c2ccccc21
→ 4	-9	-3	x	0.1	0.0	-5	x
COc1ccc(CCNC(=O)C2CCC(CNS(=O)(=O)c3ccc(F)cc3)CC2)cc1OC (stereo not given)
→ x	3	0	7	-0.1	1.5	0	-0.6

Complete entries as entered above. Screens in order: RAD54 branch | RAD52 inh | Casp6 inh | GSIS activator | Xi reactivation | CFTR F508del cor | DENV2 CPE rescue | E-selectin induc
Cc1ccsc1C(=O)OCC(=O)N(C)C1CCCCC1 reads -6 | -4 | -2 | 10 | 0.0 | 1.1 | -4 | x
O=C(c1ccc(S(=O)(=O)Nc2cccc(C(F)(F)F)c2)cc1)N1CCC1 reads 5 | -9 | -5 | -30 | 0.3 | 0.0 | 4 | x
COc1ccc(CNC(=O)c2sccc2-c2ccccc2)cc1OC reads -2 | -34 | 0 | 7 | 0.0 | -2.1 | -7 | -0.4
Cc1ccc(S(=O)(=O)N2C[C@H]3n4c(=O)ccc(=O)n4C[C@H](OC(=O)NC4CCCC4)[C@@]3(O)C2)cc1 reads 10 | -6 | 1 | -14 | 0.1 | -2.3 | -2 | -0.1
CCOC(=O)c1ccc(N2C(=O)C(CC(N)=O)N(CCc3ccc(OC)c(OC)c3)C2=S)cc1 (stereo not given) reads -8&-3 | -9 | -1 | x | 0.0 | -1.0 | 11 | -0.1

Three entries already listed, arranged by heavy-atom count, highest first:
The line under a structure holds: RAD54 branch	RAD52 inh	Casp6 inh	GSIS activator	Xi reactivation	CFTR F508del cor	DENV2 CPE rescue	E-selectin induc
COc1ccc(CCNC(=O)C2CCC(CNS(=O)(=O)c3ccc(F)cc3)CC2)cc1OC (stereo not given)
→ x	3	0	7	-0.1	1.5	0	-0.6
COc1cccc(Cn2c(=O)c3ccccc3n3nc(C)cc23)c1
→ x	-7	4	6	0.0	0.4	-8	-0.1
CCO[C@@H]1OC(C(=O)NC2CC2)=C[C@H](C(C)(C)C)[C@H]1CCCO
→ 4	-9	0	2	0.2	-0.7	6	0.1
